Screens deposited in PubChem BioAssay by NCI.
NCI-60 one-dose screen, 48 h, at 10 µM unless noted. Numbers give growth in % (100 = growth as untreated, 0 = no growth, -100 = all killed).
TK-10: TK-10 renal cancer cells | actives 3.9% (n = 81,000) | AID 1794769
UO-31: UO-31 renal cancer | AID 1794768 | actives 5.2% (n = 81,000)
ACHN: ACHN renal cancer; actives 4.9% (n = 81,000)
RXF 393: RXF 393 renal cancer cells; actives 6.9% (n = 77,000); AID 1794773
SN12C: SN12C renal cancer cells. actives 3.8% (n = 81,000)
786-0: 786-0 renal cancer cells; actives 5.1% (n = 81,000); AID 1794775
IGROV1: IGROV1 ovarian cancer; actives 4.7% (n = 79,000); AID 1794786
SK-OV-3: SK-OV-3 ovarian cancer cells; actives 3.2% (n = 80,000)
Active calls of the source: *; · = not tested or not shown; & = joins results of further samples; [ ] = remark or other dose. How the source made its calls: active means growth percent below 10; inactive means the rest.

SMILES	TK-10	UO-31	ACHN	RXF 393	SN12C	786-0	IGROV1	SK-OV-3
CCCCCCCCn1c(=N)c(S(=O)(=O)c2ccccc2)cc2c(=O)n3ccccc3nc21	78.0	52.9	23.2	99.7	83.7	32.9	85.0	95.0
CS(=O)(=O)Nc1cc(-c2ccc3ncnc(Nc4ccc5c(cnn5Cc5ccccn5)c4)c3c2)cnc1Cl	65.5	64.8	88.0	72.8	72.5	84.3	38.1	89.7
CC(=O)c1nc2ccccc2n1CCn1cnc2nc[nH]c2c1=O	125.9	67.8	95.9	119.0	93.7	106.7	100.9	106.7
COc1ccc(-c2csc(NNc3nc(-c4ccc(F)cc4)c(C#N)c(N4CCOCC4)n3)n2)cc1	102.8	72.6	96.6	51.7	105.3	97.2	106.4	94.6
Cc1ccc(-c2cc(-c3nnc(SC/C(=N/O)c4ccccc4)o3)c3ccccc3n2)cc1	74.5	70.8	102.8	99.5	95.5	90.7	103.0	101.8
CC(CCc1ccccc1)NC(=O)c1n[nH]c(=O)c2ccccc12 (centres undefined)	89.6	47.5	97.8	144.0	106.6	106.5	3.8*	118.0
COc1ccc2[nH]c(=O)cc(-n3ncc(C#N)c3N)c2c1	107.0	74.1	101.3	112.6	99.1	101.6	104.6	·
CCOc1ccc(N(CCN(C)C)C(=O)C(c2ccccc2)c2ccccc2)cc1	70.3	64.9	99.3	79.2	87.7	68.3	66.4	78.4
N#CCc1c(Cl)ccc(Cl)c1Cl	78.8	74.9	75.3	108.3	101.4	96.6	87.0	105.3
NS(=O)(=O)c1ccc(CCN2C(=O)/C(=C\c3ccc(Cl)cc3)C=C2c2ccc(Oc3ccccc3)cc2)cc1	·	65.8	72.3	70.3	78.2	91.1	78.8	93.0
CN1CCN(CCCOc2ccc3nc(Nc4ccc(C(F)(F)F)c(Cl)c4)ccc3c2)CC1	18.9	-8.8*	3.1*	6.6*	25.0	-60.9*	13.7	55.5
CC1OC2CC(=O)OC2C2=C1C(=O)c1c(O)cccc1C2=O (centres undefined)	-96.2*	-90.7*	-97.4*	-96.4*	-94.9*	-87.9*	·	21.0
C=CCSc1nc2ccc(C)cc2cc1/C=N/O	108.3	40.8	72.0	67.1	80.3	94.2	53.8	79.6
OC(c1ccccc1)(c1ccccc1)c1ccccc1-c1ccccc1	89.8	78.5	99.0	103.0	89.0	95.9	91.2	86.6
CCOC(=O)Nc1ccc2c(c1)Cc1cc([N+](=O)[O-])ccc1-2	94.6	75.3	71.6	74.9	82.4	89.3	99.3	90.0
c1cc2c3c(cccc3c1)-c1nc3nccnc3nc1-2	116.1	40.9	90.1	96.7	82.8	100.4	72.7	90.6
Cc1ccc(-c2nc3ccccc3n2CC(=O)N/N=C/c2ccc(OCc3ccccc3)cc2)o1	93.8	70.0	92.8	88.0	96.4	99.7	89.3	87.7
CCOC(=O)C1=C(C)NC(=O)NC1c1ccc(OCc2cn(-c3ccc(S(N)(=O)=O)cc3)nn2)c(OC)c1 (centres undefined)	116.0	96.2	101.4	97.9	116.1	104.3	98.2	98.6
CCN(CC)CCSC(=O)c1ccc([N+](=O)[O-])cc1	103.7	87.6	110.5	112.5	104.0	102.9	104.8	112.8
Cc1ccc(-n2nc(C#N)c(N3CCCC3)n2)cc1	149.1	81.5	96.0	100.7	98.8	100.3	83.5	96.9
O=C(Cn1cc(CSc2nc3ccccc3o2)nn1)Nc1cccc(Cl)c1	117.1	79.4	105.4	113.7	101.2	98.2	104.3	87.4
O=C1OC(=O)C2C3CCCCC3=C3CCCCC3C12 (centres undefined)	86.2	·	103.0	107.2	89.5	95.1	104.0	99.4
N#Cc1c(-c2cccs2)cc(-c2cnccn2)nc1SCC(=O)NNC(=S)Nc1ccc(F)cc1	108.2	79.0	103.5	141.2	100.2	99.3	105.7	121.1
O=C(O)c1c2c(nc3ccccc13)CCCC2	94.1	79.6	100.4	112.5	99.4	90.2	105.3	103.7
NS(=O)(=O)c1cccs1	98.0	94.0	·	117.7	102.2	91.2	103.6	96.3
Cc1ccccc1N/C=C/C(=O)c1ccc2c(c1)Nc1ccccc1S2	99.9	73.8	84.5	97.7	75.4	87.4	98.9	87.6
CN(Cc1cnc2nc(N)nc(N)c2n1)c1ccc(C(=O)NC(CCC(=O)O)C(=O)O)cc1Br (centres undefined)	50.4	38.8	15.8	58.6	26.0	15.8	40.9	45.3
CCCCN1C(=O)/C(=c2\sc3n(c2=O)NC2C(N=3)N(CC)C(=O)N2CC)c2cc(C)ccc21 (centres undefined)	100.2	57.7	88.7	83.6	99.9	99.3	88.0	90.4
Nc1ccc(OCc2ccccc2)cc1[N+](=O)[O-]	107.7	66.7	97.6	91.6	95.4	93.5	104.1	105.9
CC1=C(C(=O)Nc2cccc(C(F)(F)F)c2)C(c2ccc(Cl)cc2)C2=C(CC(C)(C)CC2=O)N1 (centres undefined)	77.9	32.4	64.0	80.7	73.9	72.0	77.4	86.1
NS(=O)(=O)c1cnccc1-n1ccc(=O)c(S(N)(=O)=O)c1	83.8	68.6	93.6	138.9	92.6	97.5	·	81.1
COc1ccc(-n2c(SCC(=O)NC(=O)Nc3ccccc3)nc3c(Br)cc(Br)cc3c2=O)cc1	91.7	·	94.0	80.7	95.1	85.3	101.8	92.9
O=C(CNc1nc(-c2cccc([N+](=O)[O-])c2)cs1)Nc1ccc(Cl)cc1	134.0	85.8	104.7	·	103.8	107.5	103.6	105.5
O=C(O)CO.[NH2-].[NH2-].[Pt+2]	100.7	92.1	109.3	110.2	98.0	99.6	101.3	104.4
O=C(O)c1sc(C(=O)O)c(-c2ccccc2)c1-c1ccccc1	107.8&116.7	79.4&96.7	103.8&105.5	102.1&106.6	97.3&111.0	102.8&99.2	112.8&119.4	102.0&99.3
COC1CCC(CNC(=O)NC2NC3CCCCC3N2)CC1OC (centres undefined)	108.9	90.0	104.2	104.0	97.8	102.0	89.8	103.2

Part of the list above in order of length of the SMILES, low to high:
SMILES	TK-10	UO-31	ACHN	RXF 393	SN12C	786-0	IGROV1	SK-OV-3
O=C1OC(=O)C2C3CCCCC3=C3CCCCC3C12 (centres undefined)	86.2	·	103.0	107.2	89.5	95.1	104.0	99.4
c1cc2c3c(cccc3c1)-c1nc3nccnc3nc1-2	116.1	40.9	90.1	96.7	82.8	100.4	72.7	90.6
CCN(CC)CCSC(=O)c1ccc([N+](=O)[O-])cc1	103.7	87.6	110.5	112.5	104.0	102.9	104.8	112.8
CC(=O)c1nc2ccccc2n1CCn1cnc2nc[nH]c2c1=O	125.9	67.8	95.9	119.0	93.7	106.7	100.9	106.7
CC1OC2CC(=O)OC2C2=C1C(=O)c1c(O)cccc1C2=O (centres undefined)	-96.2*	-90.7*	-97.4*	-96.4*	-94.9*	-87.9*	·	21.0
CC(CCc1ccccc1)NC(=O)c1n[nH]c(=O)c2ccccc12 (centres undefined)	89.6	47.5	97.8	144.0	106.6	106.5	3.8*	118.0
Cc1ccccc1N/C=C/C(=O)c1ccc2c(c1)Nc1ccccc1S2	99.9	73.8	84.5	97.7	75.4	87.4	98.9	87.6
O=C(Cn1cc(CSc2nc3ccccc3o2)nn1)Nc1cccc(Cl)c1	117.1	79.4	105.4	113.7	101.2	98.2	104.3	87.4
N#Cc1c(-c2cccs2)cc(-c2cnccn2)nc1SCC(=O)NNC(=S)Nc1ccc(F)cc1	108.2	79.0	103.5	141.2	100.2	99.3	105.7	121.1
CCCCN1C(=O)/C(=c2\sc3n(c2=O)NC2C(N=3)N(CC)C(=O)N2CC)c2cc(C)ccc21 (centres undefined)	100.2	57.7	88.7	83.6	99.9	99.3	88.0	90.4
CS(=O)(=O)Nc1cc(-c2ccc3ncnc(Nc4ccc5c(cnn5Cc5ccccn5)c4)c3c2)cnc1Cl	65.5	64.8	88.0	72.8	72.5	84.3	38.1	89.7
CC1=C(C(=O)Nc2cccc(C(F)(F)F)c2)C(c2ccc(Cl)cc2)C2=C(CC(C)(C)CC2=O)N1 (centres undefined)	77.9	32.4	64.0	80.7	73.9	72.0	77.4	86.1

Later entries:
SMILES	TK-10	UO-31	ACHN	RXF 393	SN12C	786-0	IGROV1	SK-OV-3
CS(=O)(=O)c1ccc(-c2nc3ccccn3c2/C=N/NC(=S)Nc2ccc(Cl)cc2)cc1	110.7	98.4	103.8	93.6	102.1	103.8	105.5	102.3
Cn1c(=O)c2nc(SCc3ccccc3)n(C)c2n(C)c1=O	110.7	98.3	99.1	112.2	90.4	109.1	139.4	99.2
COc1cc(N)ccc1NC(C)=O	121.9&96.8	72.9&99.8	86.3&103.5	103.7	92.5&101.0	102.1&106.6	89.4&112.7	87.2&128.2
C=CCn1cc(-c2nc3ccccc3s2)c2cc(-c3ccc4c5c(cccc35)C(=O)N(CCN(C)C)C4=O)ccc21	112.5	87.1	105.1	100.1	98.2	98.3	104.9	107.4
O=S(=O)(CS(=O)(=O)c1ccccc1)c1ccccc1	111.2	83.1	98.3	115.4	97.1	108.9	113.1	116.7
Cc1noc(C)c1C(=O)Nc1n[nH]c2ccccc12	123.7	71.2	92.4	125.8	88.7	98.2	38.8	87.3
O=C(/C=C/c1ccc(Cl)cc1)c1ccc(Nc2nc(NCCO)nc(N3CCOCC3)n2)cc1	110.8	56.0	82.5	71.3	88.4	90.6	84.0	·
COc1cc(-c2nc(SCC(C)C)nc(Nc3ccc([N+](=O)[O-])cc3[N+](=O)[O-])c2C#N)cc(OC)c1OC	125.1	81.3	94.2	117.9	84.4	97.8	94.7	100.7
O=C(NC1CCC(C(=O)O)CC1)OCc1ccccc1 (centres undefined)	·	·	98.7	119.0	105.8	125.4	·	103.4
SCCc1ccncc1	104.4	101.8	100.0	138.7	103.0	97.1	108.3	93.4
CCCCCCCCCCCCCCCCCc1nc(N)nc(N)n1	136.1	85.6	94.7	91.5	98.0	95.7	182.3	100.4
O=C(CC1(O)C(=O)Nc2c(Cl)cc(Cl)cc21)c1cccc([N+](=O)[O-])c1 (centres undefined)	145.2	71.2	95.8	103.8	103.3	103.8	82.6	76.3
CC(C)OC(=O)c1cc(NC(=S)OC(C)C)ccc1Cl	86.1	80.2	98.7	35.8	93.0	82.2	89.9	95.1
O=C(CSc1nnc(-c2ccc(Cl)cc2)o1)NC1=NN=C(c2ccccc2)CS1	111.7	86.7	102.4	110.1	97.6	98.9	108.6	90.7
Cc1c(C)c2c(c(C)c1OCCCC(=O)O)CC[C@@](C)(CCC[C@@H](C)CCC[C@@H](C)CCCC(C)C)O2	109.0[50 µM]	105.6[50 µM]	92.7[50 µM]	113.2[50 µM]	90.5[50 µM]	111.3[50 µM]	103.5[50 µM]	111.4[50 µM]
C=Cc1nn2c(CCC(=O)c3nc4ccccc4[nH]3)nnc2s1	130.6	76.2	96.2	105.6	101.0	97.5	105.7	106.0
CCCC(C)(C)COC(=O)c1ccc(Cl)cc1	97.8	99.0	104.3	117.3	108.0	101.8	107.7	85.7
O=[N+]([O-])c1ccc(C2Oc3ccc(Br)cc3C3CC(c4cccs4)=NN32)cc1 (centres undefined)	105.1	60.4	93.3	95.3	90.6	100.4	87.1	95.3
O=C(Nc1cccc(Cl)c1)Oc1ccc(Cl)cc1Cl	107.3	81.2	104.9	·	97.3	95.7	100.5	95.9
CC(C)(C)c1ccc(CN2C(=O)c3c(ccc(O)c3-c3ccc(C(F)(F)F)cc3)C2C(=O)O)cc1 (centres undefined)	74.7	85.4	113.0	116.9	98.1	78.8	101.9	79.9
OCCCN1CCN(CCO)CC1	91.9	97.9	99.2	·	102.2	101.0	106.6	100.8
CCOC(=O)C1=C(N)N(c2ccccc2)C2=C(C(=O)CC(C)(C)C2)C1c1ccccc1OC (centres undefined)	106.3	74.4	102.9	·	92.6	97.7	96.9	98.2
O=C(Nc1cccc([N+](=O)[O-])c1)c1cc(=O)c2ccccc2[nH]1	·	83.3	94.3	108.8	105.3	103.8	83.3	89.0
CCOC(=O)c1c(NCC(=O)Nc2ccccc2)sc2c1CCCC2	112.3	93.5	102.9	98.1	94.0	107.2	96.4	94.8
